Screening results deposited in PubChem by Sanford-Burnham Center for Chemical Genomics.
MKP-3 inhibition: MKP-3 phosphatase inhibitors, primary screen, biochemical, rat enzyme, in vitro (AID 425). recombinant MKP-3 phosphatase activity, fluorescence; higher % means a stronger effect. inhibition, % at 20 µM, or IC50 in µM where a hit was titrated. 110,000 compounds, 0.17% hits; in the data active = inhibition above about 50%;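 note: plate controls were vehicle for no effect and reference inhibitor for full effect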
Hsp70 displacement: small molecules displacing fluorescent ligand from Hsp70 – biochemical, fluorescence polarization, primary screen (AID 583) | Hsp70 fluorescence polarization probe displacement, mP; higher % means a stronger effect | displacement, % at 20 µM; hits with a dose series show IC50 in µM | 140,000 compounds, 0.06% hits; in the data active = displacement above about 50%;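 note: plate controls were vehicle for no effect and reference ligand for full effect; a part of the inactive calls stands beside numbers as strong as those of hits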
* = called active by the depositor; / = no result given; & = joins results of further samples.

SMILES | MKP-3 inhibition | Hsp70 displacement
O=c1n(S(=O)(=O)c2cccc3cccnc23)c2ccccc2n1S(=O)(=O)c1cccc2cccnc12 | / | 3.9%
COc1cc2nc(N3CCNCC3)nc(N)c2cc1OC | -6% | -2.0%
CCc1ccccc1N(C(=O)Cn1nnc2ccccc21)C(C(=O)NCCOC)c1ccco1 (stereo not drawn) | 2% | -0.5%
COc1ccc(C(=O)Nc2nncs2)c(OC)c1 | -3% | /
Cc1cc(NC(=O)COn2nnc3ccccc32)no1 | -1% | -1.6%
CCCc1[nH]n(-c2nc3ccccc3s2)c(=O)c1C=NCC1CCCO1 (stereo not drawn) | -4% | 3.2%
Cc1cc(C(=O)CN2C(=O)CCC2=O)c(C)n1Cc1ccccc1 | 1% | -4.1%
CC1CCN(C2=NC(=O)/C(=C/c3cccc(O)c3)S2)CC1 | 3% | 2.6%
CCCC1C(c2ccco2)NC(c2ccco2)CC1(C)O (stereo not drawn) | -11% | -4.6%
COC(=S)N/C(=N/S(=O)(=O)c1ccc(Cl)cc1)c1ccccc1 | 3% | 0.8%
O=C(c1ccc2ccccc2n1)N1CCN(c2ccccc2)CC1 | -8% | 5.4%
C=CCOc1ccc(/C=N/n2cncn2)cc1OC | -6% | -3.6%
O=C1CCCC2=C1C(c1ccc(Br)cc1)c1c([nH]c(=S)[nH]c1=O)N2 (stereo not drawn) | -9% | -7.9%
Cc1ccc(NCc2nnc(SCc3ccc(C#N)cc3)n2Cc2ccco2)c(C)c1 | 4% | -7.8%
Cc1cc(Oc2ccc(C#N)cc2)nc(N2CCOCC2)n1 | / | 3.1%
Cc1cc(C)nc(N(C#N)Cc2ccccc2)n1 | -4% | 1.0%
COCCNC(=O)C(c1ccc(C)o1)N(C(=O)c1snc(C(N)=O)c1N)c1ccc(C)cc1 (stereo not drawn) | -1% | 0.4%
CSCCC(NC(=O)c1occc1C)C(=O)O (stereo not drawn) | -6% | -1.5%
CC(=O)c1sc(NC(=O)C2(F)C(F)(F)C(F)(F)C(F)(F)C(F)(F)C2(F)F)nc1C | -8% | 1.4%
O=C1C2CC=C(c3ccccc3)CC2C(=O)N1c1ccc(Br)cc1 (stereo not drawn) | -3% | 60%*
Cc1ccc(N2CCN(/N=C\c3ccccn3)CC2)cc1 | 5% | -6.9%
Cc1ccc(S(=O)(=O)N2CCC(C(=O)OC(C)C(=O)NCc3ccc4c(c3)OCO4)CC2)cc1 (stereo not drawn) | -7% | 1.0%
COc1ccc2ccccc2c1CN1CCN(C)CC1 | -12% | -0.8%
COC(=O)c1ccc(C(=O)OC)c(NC(=O)CSc2ccccn2)c1 | / | -6.4%
Cc1cc(NCCCn2ccnc2)n2c(nc3ccccc32)c1C#N | -10% | 6.1%
COc1ccc(N2C(=O)C3CCCN3C2c2ccccc2OC)cc1 (stereo not drawn) | -2% | -0.7%
CC(C)OC(=O)N1C2C=CC(C2)C1(C(F)(F)F)C(F)(F)F (stereo not drawn) | 0% | -1.6%
CC(=O)NC1(c2nnnn2CCOC(=O)Nc2ccc(Cl)cc2)CCCCC1 | -4% | 8.7%
COc1cccc(C2C3=C(N=C4SCC(=O)N42)c2ccccc2CC3)c1OC (stereo not drawn) | -5% | 2.6%
O=C1NN(c2ccccc2)C(=O)/C1=C/c1cc([N+](=O)[O-])c(Cl)cc1Cl | 2% | 6.6%
COc1ccc(C2(CNC(=O)c3ccccc3)CCCC2)cc1OC | 2% | 1.7%
CC1CN(C2CCN(S(=O)(=O)c3ccc4ccccc4c3)CC2)CC(C)O1 (stereo not drawn) | -7% | -3.3%
Cc1ccc(-n2[nH]c(C)c(/C=N/n3c(C)nc4ccccc4c3=O)c2=O)cc1 | 0% | 4.2%
CC(C)CNC(=O)C1C2C=CC(C2)C1C(=O)O (stereo not drawn) | -2% | 2.7%
CCOC(=O)c1c(NC(=O)c2ccccc2OC)sc2c1CCCCC2 | 10% | -0.6%
COc1ccc(-n2c(SCC(=O)Nc3ccc(C)cc3)nc(O)c(Cc3ccccc3)c2=O)cc1 | 4% | -1.6%

16 structures already listed, arranged by length of the SMILES, lowest first:
SMILES | MKP-3 inhibition | Hsp70 displacement
CSCCC(NC(=O)c1occc1C)C(=O)O (stereo not drawn) | -6% | -1.5%
COc1ccc2ccccc2c1CN1CCN(C)CC1 | -12% | -0.8%
Cc1cc(C)nc(N(C#N)Cc2ccccc2)n1 | -4% | 1.0%
CC(C)CNC(=O)C1C2C=CC(C2)C1C(=O)O (stereo not drawn) | -2% | 2.7%
Cc1ccc(N2CCN(/N=C\c3ccccn3)CC2)cc1 | 5% | -6.9%
COc1ccc(C2(CNC(=O)c3ccccc3)CCCC2)cc1OC | 2% | 1.7%
CCOC(=O)c1c(NC(=O)c2ccccc2OC)sc2c1CCCCC2 | 10% | -0.6%
O=C1C2CC=C(c3ccccc3)CC2C(=O)N1c1ccc(Br)cc1 (stereo not drawn) | -3% | 60%*
CC(C)OC(=O)N1C2C=CC(C2)C1(C(F)(F)F)C(F)(F)F (stereo not drawn) | 0% | -1.6%
CC(=O)NC1(c2nnnn2CCOC(=O)Nc2ccc(Cl)cc2)CCCCC1 | -4% | 8.7%
CC1CN(C2CCN(S(=O)(=O)c3ccc4ccccc4c3)CC2)CC(C)O1 (stereo not drawn) | -7% | -3.3%
Cc1ccc(-n2[nH]c(C)c(/C=N/n3c(C)nc4ccccc4c3=O)c2=O)cc1 | 0% | 4.2%
O=C1NN(c2ccccc2)C(=O)/C1=C/c1cc([N+](=O)[O-])c(Cl)cc1Cl | 2% | 6.6%
COc1ccc(-n2c(SCC(=O)Nc3ccc(C)cc3)nc(O)c(Cc3ccccc3)c2=O)cc1 | 4% | -1.6%
CC(=O)c1sc(NC(=O)C2(F)C(F)(F)C(F)(F)C(F)(F)C(F)(F)C2(F)F)nc1C | -8% | 1.4%
Cc1ccc(S(=O)(=O)N2CCC(C(=O)OC(C)C(=O)NCc3ccc4c(c3)OCO4)CC2)cc1 (stereo not drawn) | -7% | 1.0%

Remaining list, next part
SMILES | MKP-3 inhibition | Hsp70 displacement
COC(=O)c1c(C)oc2ccc(OCc3ccc([N+](=O)[O-])cc3)cc12 | -2% | 4.3%
Cc1c(Cl)cccc1NC(=O)CC1SCCNC1=O (stereo not drawn) | -6% | 5.5%
COc1ccccc1-c1cc(C(=O)Nc2cccnc2)no1 | 0% | 0.2%
O=C(Nc1c[nH]c(=O)[nH]c1=O)c1ccccc1Cl | 2% | 3.6%
C=C(C)c1cccc(C(C)(C)NC(=O)N2CCc3ccccc32)c1 | 2% | 0.1%
CC(C)(C)N1C(=O)c2ccc(C(=O)Nc3ccc(C(=O)O)cc3)cc2C1=O | 3% | 0.8%
CCOC(=O)Cn1c2ccc(OC)cc2c2nc3ccccc3nc21 | 1% | 37%
CCCn1nc(-c2nnc(-c3ccc(C)c(C)c3)o2)c2ccccc2c1=O | -5% | -0.8%
COC(=O)CCCCC(=O)C1C(=O)CC(C)(C)C(C(=O)OC)C1=O (stereo not drawn) | -3% | 1.8%
COc1ccc2c(c1)CCC(C)N2S(=O)(=O)c1ccc(C2CNC(=O)C2)cc1 (stereo not drawn) | / | 4.4%
O=C(NCC1COc2ccccc2O1)c1c[nH]c2ccc(S(=O)(=O)N3CCOCC3)cc2c1=O (stereo not drawn) | -5% | 2.3%
CCN(CC)CCNC1=NCCn2c1cc1cc(OC)ccc12 | / | -3.9%
COC(=O)C1=C(C)NC(=S)NC1c1cccc(Cl)c1 (stereo not drawn) | 2% | 2.1%
C=CCc1cccc(/C=N/NC(=O)c2cc(-c3ccccc3)n[nH]2)c1O | 11% | -1.8%
Cc1ccc(-c2ccc(/C=N/N3C(=O)C4C5C=CC(C6CC56)C4C3=O)o2)c([N+](=O)[O-])c1 (stereo not drawn) | / | -4.2%
CCOc1ccc(NC(=O)CCNS(=O)(=O)c2cccs2)cc1 | / | -0.3%
CN(C)CCNC(=O)c1c(O)c2c([nH]c1=O)CCCC2 | -7% | -4.0%
O=C1Nc2ccc(S(=O)(=O)NNc3ccc([N+](=O)[O-])cc3)c3cccc1c23 | 0% | 7.1%
COc1ccc(/C=C/C(=O)Nc2ccc(OC)c(OC)c2)cc1 | 0% | 6.1%
O=C(O)CCCC(=O)N1CCN(c2cccc(Cl)c2)CC1 | -18% | -1.9%
C(=Nc1ccccc1-c1ccccc1N=Cc1c[nH]c2ccccc12)c1c[nH]c2ccccc12 | 5% | 2.5%
CC(=O)C1=C(O)C(=O)N(CC2CCCO2)C1c1ccc(Cl)cc1 (stereo not drawn) | 1% | -2.1%
CC(=O)c1cc2c(cc1NC(=O)c1cc3nc(C(C)C)cc(C(F)(F)F)n3n1)OCO2 | -11% | 1.6%
O=S1(=O)CC(S(=O)(=O)c2ccccc2)C(S(=O)(=O)c2ccccc2)C1 (stereo not drawn) | -4% | 2.8%
O=C(/C=C/c1ccc(OC2CSC2)cc1)c1ccccc1 | 4% | -0.6%
CCSc1nnc(NC(=O)c2ccc(C)cc2)s1 | / | -3.7%
Cc1cc(C)c2nc3s/c(=C/c4ccc5c(c4)n(C)c(=O)n5C)c(=O)n3c2c1 | -6%&4% | -3.8%
Clc1ccc(-c2noc(CCc3ccccc3)n2)cc1 | -1% | -5.3%
O=C(Nc1ccccc1N1CCCCC1)c1ccccc1F | -10% | 15%
COc1ccccc1OCc1ccoc1C(=O)O | 0% | /
NC(=O)c1cccc(N=Cc2cc([N+](=O)[O-])ccc2O)c1 | -3% | 4.3%
Cc1ccc(OCc2ccoc2C(=O)O)cc1C | 2% | /
O=C(CCN1CCN(c2ccccc2F)CC1)Nc1ccccc1F | 5% | 6.7%
COCCOC(=O)/C=C1/NC(=O)CS1 | 1% | 2.2%
CCCOc1ccccc1C1NC(=O)NC(C)=C1C(=O)OCCOCC (stereo not drawn) | -11% | 0.5%
O=C(O)c1ccc(-n2nnnc2Oc2ccccc2C(=O)N2CCOCC2)cc1 | -4% | 9.7%
O=C(Nc1ccc(O)cc1C(=O)O)c1ccccc1Br | 2% | /
CC(C)n1c(N2CCN(C(=O)Nc3ccc(F)cc3F)CC2)nc2ccccc21 | / | 7.6%
CCOC(=O)c1cnc2ccc(C(=O)OC)cc2c1NCCN1CCOCC1 | -1% | 2.2%
COC(=O)COc1ccc(/C=C2\C(=O)NC(=O)N(c3ccc(OC)cc3)C2=O)cc1OC | 3% | -1.8%
CC12CN(Cc3ccccc3)CC(C)(CN(Cc3ccccc3)C1)C2=NO | 0% | -2.2%
CC(C)(C)NC(=O)c1ccnc(C(C)(C)C)c1 | / | -2.3%
CC(C)(C)n1nnnc1CN1CCN(C(c2ccccc2)c2ccccc2)CC1 | / | -1.9%
CCOc1ccccc1NC(=O)CSc1ccccn1 | 2% | -1.8%
COc1ccc(-c2cc3nc(C)cc(C)n3n2)c(OC)c1 | 14% | -1.4%
O=C(NC(=S)NNc1ccccc1)c1cc2ccccc2oc1=O | 0% | -1.2%
C=CC(=O)NC(NC(=O)C=C)c1ccc(OC)c(OC)c1 | -1% | 2.0%
COc1ccccc1N1C(=O)CC(Nc2ccccc2)C1=O (stereo not drawn) | 2% | 0.2%
N=c1c2c(n(Cc3ccc(Cl)cc3)c3c1CCC3)CCC2 | 7% | -0.6%
COC(=O)c1ccc(N(CC(=O)NC2CCCC2)C(=O)CNC(=O)c2ccco2)cc1 | -12% | 0.4%
O=c1c2ccccc2nc(-c2ccco2)n1CCCn1ccnc1 | 6% | -2.4%
O=C(NCc1cccc(F)c1)c1c(O)c2ccccc2[nH]c1=O | -3% | 3.7%
COc1ccc(-c2cc3nc(C4CCN(C(=O)OC(C)(C)C)CC4)c(C(=O)O)cn3n2)cc1 | -2% | 7.2%
Cc1cc(NC(=O)CSc2cn(C)c3ccccc23)no1 | 5% | /
COc1ccc(S(=O)(=O)N(CC(=O)NCCCN(C)C)c2ccc(C)cc2)cc1OC | -16% | 1.4%
COc1ccccc1/C=N/NC(=O)C(C)Oc1ccc(Cl)cc1 (stereo not drawn) | -6% | 4.1%
CCOc1ccc(N2C(=O)CC(NCCNc3ccc([N+](=O)[O-])cn3)C2=O)cc1 (stereo not drawn) | 4% | 0.8%
Nc1nc(CSc2nc3ccccc3s2)nc(N2CCCCC2)n1 | -7% | 1.4%
C=C(C)COc1ccc2c(C)c(C)c(=O)oc2c1OCC(=C)C | 1% | -0.3%
c1ccc(CNc2ncnc3c2cnn3-c2ccccc2)cc1 | -12% | -2.1%
(list continues)
SMILES | MKP-3 inhibition | Hsp70 displacement
O=C(Cn1c(=O)oc2ccccc21)N1CCN(c2ccc(N3CCOCC3)nn2)CC1 | 4% | -1.0%
CC1(C(=O)NC2CCCC2)CCC(=O)N1Cc1ccc2c(c1)OCO2 (stereo not drawn) | -8% | -0.4%
O=C(Nc1ccc2c(c1)nc1n2CCCCC1)c1cc(S(=O)(=O)N2CCOCC2)ccc1Cl | -1% | 8.2%
O=C(Nc1cccc(F)c1)c1ccc(I)cc1 | 0% | 5.1%
Cc1cccc(OCCC(=O)OCC(=O)N2CCc3ccccc32)c1 | / | -3.8%
Cc1ccn(C(CC(=O)c2ccc(Br)cc2)C(=O)O)n1 (stereo not drawn) | / | 1.5%
Cc1[nH]c2ccccc2c1/C=C/c1nc2ccccc2c(=O)n1Cc1ccccc1 | -2% | -6.0%
Cc1ccc(S(=O)(=O)N2c3ccccc3C(Nc3ccccc3)CC2C)cc1 (stereo not drawn) | -4% | 2.3%
COc1ccc(Cl)cc1C(=O)Nc1ccccc1N1CCN(C(=O)C(C)C)CC1 | 1% | -2.2%

The list is partial; count on the stated rates, not on these rows.
